# dFosB activator – mouse delta FosB homodimer activation. P13346. purified delta FosB, TAMRA-CDK5 oligo fluorescence polarization; percent of positive-control signal above neutral wells. activation, % at 25 µM. 340,000 tested, 0.99% active. AID 493131;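 active means mean activation above about 17%, with every replicate also reaching it, limit read from the data, passing the limit was not always enough; inconclusive means only one of the two conditions met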;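 further: fluorescence polarization rise as delta FosB binds a TAMRA Cdk5 AP-1 oligo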
# Target sequence (P13346 whole entry, looked up): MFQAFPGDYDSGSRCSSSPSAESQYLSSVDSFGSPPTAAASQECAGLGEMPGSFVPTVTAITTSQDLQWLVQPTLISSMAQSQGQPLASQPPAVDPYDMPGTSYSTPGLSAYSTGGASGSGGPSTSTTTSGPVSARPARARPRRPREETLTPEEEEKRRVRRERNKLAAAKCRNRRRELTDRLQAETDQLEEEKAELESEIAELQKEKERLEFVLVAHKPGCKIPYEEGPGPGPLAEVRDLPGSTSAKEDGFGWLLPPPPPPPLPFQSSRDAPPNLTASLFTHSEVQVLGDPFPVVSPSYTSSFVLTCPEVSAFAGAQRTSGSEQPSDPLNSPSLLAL
# CAL PDZ FP-1 – human CAL PDZ-peptide interaction inhibition; Q9HD26; purified CAL PDZ, TMR-peptide fluorescence polarization, 1 h; inhibition, % at 20 µM; 330,000 tested, 0.02% active; AID 504414;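 active means highest replicate inhibition of at least 40%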;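 further: plate controls were DMSO neutral control wells for no effect and unlabeled competitor peptide control wells for full effect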
#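 Test system: purified CerCALP PDZ construct; Compound dosing: one concentration, 20 µM compound; Also added: TMR-labelled reporter peptide T*-PRC34 bound in PDZ groove; Read-out: inhibition from polarization loss; Controls: unlabelled peptide and DMSO controls; Signal: FP readout, S and P plane fluorescence; Incubation: 1 h at RT.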
# PfHsp90 yeast 2 – reduces growth (ATP signal) of yeast expressing P. falciparum Hsp90; AID 504621; S. cerevisiae expressing PfHsp90, BacTiter-Glo ATP, 48 h; yeast lacking PDR1 and PDR3 efflux regulators; inhibition, % at 9.4 µM; 310,000 tested, 0.32% active;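 active means every replicate shows inhibition above about 80%, whatever the replicate mean, limit read from the data; inconclusive means mean inhibition reaches the set limit but some replicate falls short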;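 further: 0% = DMSO neutral controls and 100% = 20 µM radicicol positive controls; yeast relying on Plasmodium falciparum Hsp90 in place of its own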
# SR-BI DiI inh – mouse SR-BI HDL lipid transfer inhibition. Q61009. ldlA[mSR-BI] CHO cells, DiI-HDL uptake fluorescence, 3 h. inhibition, % at 12.5 µM. 320,000 tested, 0.96% active. AID 488896;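 active means mean replicate inhibition of at least 70% and a set share of replicates each scoring 70 or more; inconclusive means meets just one of the two criteria; inactive means fails both criteria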;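 further: 0% = median of neutral control wells and 100% = median of positive control wells; values of inactives mirror those of a sister screen read the other way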
# Target sequence (Q61009 whole entry, looked up): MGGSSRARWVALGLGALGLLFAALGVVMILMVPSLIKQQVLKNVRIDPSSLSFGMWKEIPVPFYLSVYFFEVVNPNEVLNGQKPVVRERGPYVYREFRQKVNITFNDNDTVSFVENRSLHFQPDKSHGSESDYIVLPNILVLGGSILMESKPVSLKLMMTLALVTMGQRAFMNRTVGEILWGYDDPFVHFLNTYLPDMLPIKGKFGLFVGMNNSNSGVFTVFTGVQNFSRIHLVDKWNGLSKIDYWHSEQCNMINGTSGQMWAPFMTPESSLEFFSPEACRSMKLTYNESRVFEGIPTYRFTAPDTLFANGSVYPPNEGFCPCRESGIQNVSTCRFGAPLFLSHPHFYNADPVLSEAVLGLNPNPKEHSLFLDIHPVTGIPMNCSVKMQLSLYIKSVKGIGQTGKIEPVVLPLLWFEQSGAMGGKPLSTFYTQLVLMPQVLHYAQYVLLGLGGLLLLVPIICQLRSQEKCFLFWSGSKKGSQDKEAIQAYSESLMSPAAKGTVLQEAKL
# Rtt109 HAT inh – inhibitors of Candida albicans Rtt109/Vps75 histone acetyltransferase. AID 540336. purified Rtt109/Vps75, ThioGlo CoA-SH fluorescence, 4 h. 330,000 tested, 0.16% active. inhibition, % at 34.9 µM. Q5AAJ8;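 active means inhibition of at least 50% in every replicate; inconclusive means best replicate reaches 50% inhibition but some replicates fall short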
# SR-BI DiI-HDL act – enhances SR-BI lipid uptake from DiI-HDL | CHO ldlA[mSR-BI] cells, DiI-HDL uptake fluorescence, 3 h; 100 = double the neutral-control signal | activation, % at 12.5 µM | 320,000 tested, 0.096% active | AID 504775;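 active means mean replicate activation of at least 60% and every replicate at or above 60%; inconclusive means mean or all-replicate condition met, but not both; inactive means mean below 60% and not all replicates reaching 60%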;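 further: 0% = median plate neutral-control signal and 100% = twice that signal; values of inactives mirror those of a sister screen read the other way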
#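 Material: SR-BI-overexpressing, LDLR-lacking CHO cells; schedule: compound exposure 3 h, 37 °C; reagent: DiI-labelled HDL at 10 µg/mL final; technique: bottom-read fluorescence, 550/595 nm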
# PvdQ acylase – blocks Pseudomonas aeruginosa PvdQ acylase activity; purified PvdQ acylase, fluorescence plate reader; inhibition, % at 10 µM; 340,000 tested, 0.063% active; AID 488965; in the data active means inhibition above about 30%, passing the limit was not always enough; inconclusive means no clear call, values can overlap the other calls;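 further: 0% = vehicle neutral wells and 100% = reference inhibitor wells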
# MITF act – MITF TRPM1 promoter activation in melanoma cells; activation, % at 12.5 µM; SK-MEL-5 TRPM1-promoter luciferase, 24 h; % of positive control, neutral wells = 0; 300,000 tested, 0.75% active; AID 588334;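 active means mean activation of at least 80% with every replicate also reaching 80%; inconclusive means mean reaches 80% but some replicate falls short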;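 further: 0% = neutral control wells and 100% = parthenolide positive control wells; values of inactives mirror those of a sister screen read the other way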
# CAL PDZ FP-2 – CAL PDZ (human) peptide binding inhibition | Q9HD26 | purified CAL PDZ, TMR-peptide fluorescence polarization, 1 h | inhibition, % at 24.9 µM | 300,000 tested, 0.92% active | AID 602252;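 active means mean inhibition of at least 30% with at least half of replicates also reaching 30%; inconclusive means no clear call, values can overlap the other calls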;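 further: 0% = DMSO neutral control and 100% = excess unlabeled competitor peptide PRC23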
# NSD2 HMT inh – blocks human histone methyltransferase NSD2. O96028. NSD2 peptide methylation, AlphaScreen, 120 min. inhibition, % at 12.5 µM. 310,000 tested, 0.54% active. AID 743445; in the data active means inhibition above about 50%
# * hit, by the source's call; u = inconclusive; x = not tested or not shown.
SMILES,dFosB activator,CAL PDZ FP-1,PfHsp90 yeast 2,SR-BI DiI inh,Rtt109 HAT inh,SR-BI DiI-HDL act,PvdQ acylase,MITF act,CAL PDZ FP-2,NSD2 HMT inh
Cn1c(CCN2CCN(c3ccc(F)cc3)CC2)nc2cc(NC(=O)c3ccco3)ccc21,-5,-1.8,17,17,8,-17,-6,-14,x,-5
CCOc1ccccc1C1c2[nH]c3ccccc3c2C[C@H]2C(=O)N(C3CCN(Cc4ccccc4)CC3)CC(=O)N12 (some centres not stated),63*,1.1,-17,21,6,-21,6,-17,5,32
CC(C)c1cc(CN2CCN(Cc3ccc(F)c(F)c3)C(CCO)C2)[nH]n1 (configuration not stated),-5,-0.3,38,-9,-3,9,-12,-6,-2,-3
Cc1cccnc1NC1OC(=O)c2ccccc21 (configuration not stated),4,-1.6,-14,-31,3,31,-7,4,-3,-5
CN1CCN(c2ccc(S(=O)(=O)N3CCCCC3)cc2NC(=O)c2ccc3ccccc3c2)CC1,-23,-3.7,1,-26,-5,26,5,24,-3,0
CC1CCN(C(=O)COc2coc(CN3CCc4ccccc43)cc2=O)CC1,-2,-2.9,x,8,29,-8,-2,-9,-4,1
O=C(/C(=C/c1cccc(Cl)c1)c1nc2ccccc2[nH]1)c1ccccc1,1,-2.9,87*,-20,-8,20,-9,-26,-2,-2
CCC1(CC)C(=O)N(C)C(=O)NC1=Nc1ccccc1,-1,-1.2,5,-19,15,19,-7,x,-1,-3
Cc1ccccc1N1C(=O)CC(N2CCC(C(N)=O)CC2)C1=O (configuration not stated),0,-0.8,58,-17,9,17,4,1,-1,-2
CCNC(=S)N(CCc1c(C)[nH]c2ccc(Cl)cc12)Cc1ccco1,-2,-0.4,12,55,13,-55,8,-25,x,1
O=C(O)CCn1cc(/C=C/C(=O)c2ccc(Cl)cc2)c(-c2ccc(Br)cc2)n1,-10,-2.9,-44,-55,16,55,1,0,-4,7
CC(=O)NC(=S)Nc1ccc2oc(-c3cc(F)c(F)cc3Cl)nc2c1,-19,-1.8,-6,62,2,-62,-8,75,-5,1
CC(=O)c1nn(-c2cccc(Br)c2)cc1C(=O)c1cccc2ccccc12,-13,-0.1,2,57,-15,-57,-11,x,10,-2
CC(C)(C)n1ncc2c(=O)n(CC(=O)N3CCCCC3)cnc21,-11,-0.7,-17,-27,6,27,-13,7,-7,x
Cc1cccc(NC(=S)NCC(c2ccccc2)N(C)C)c1 (configuration not stated),-3,-3.8,-10,0,2,0,-12,0,-3,2
COc1ccc(NC(=O)CCCSc2nc(-c3ccco3)cc(C(F)(F)F)n2)cc1OC,-2,-0.2,15,55,-1,-55,11,-5,-2,x
COCCCn1c(=S)[nH]c(C)c(C)c1=O,0,-0.3,-16,-13,1,13,-9,-15,0,-2
O=C(c1ccc(=O)[nH]c1)N(Cc1cccs1)C1(C(=O)NC2CCCC2)CCCCC1,6,-0.6,-10,-17,-2,17,5,-9,-22,-2
Cc1cc(C)c(S(=O)(=O)Nc2ccnc(-c3cccnc3)n2)c(C)c1,-5,0.1,-5,0,-2,0,-8,15,1,-2
N=c1c2c(-c3ccccc3)c(-c3ccccc3)n(Cc3ccco3)c2ncn1CCCn1ccnc1,-4,-1.9,-23,-1,11,1,-10,-88,-4,15

# PfHsp90 yeast 2: entries above that show a hit.
SMILES,dFosB activator,CAL PDZ FP-1,PfHsp90 yeast 2,SR-BI DiI inh,Rtt109 HAT inh,SR-BI DiI-HDL act,PvdQ acylase,MITF act,CAL PDZ FP-2,NSD2 HMT inh
O=C(/C(=C/c1cccc(Cl)c1)c1nc2ccccc2[nH]1)c1ccccc1,1,-2.9,87*,-20,-8,20,-9,-26,-2,-2

# More compounds
SMILES,dFosB activator,CAL PDZ FP-1,PfHsp90 yeast 2,SR-BI DiI inh,Rtt109 HAT inh,SR-BI DiI-HDL act,PvdQ acylase,MITF act,CAL PDZ FP-2,NSD2 HMT inh
CC(=O)Oc1c(C)c(C)c2c(c1C)CCC(C)(CCCC(C)CCCC(C)CCCC(C)C)O2 (configuration not stated),-3,0.0,5,11,-4,-11,-22,-5,-2,x
Cc1nn(C)c(C(=O)Nc2ccc(Cn3cccn3)cc2)c1[N+](=O)[O-],-4,0.2,-9,27,-1,-27,-4,0,x,2
CC(=O)Nc1ccc(S(=O)(=O)/N=C2\SCCN2S(=O)(=O)c2ccc(NC(C)=O)cc2)cc1,4,-2.7,-1,12,10,-12,-5,-2,-3,x
COc1ccc(CN2CCNC(=O)C2CC(=O)N(C)Cc2ccon2)c(OC)c1 (configuration not stated),-1,-0.2,-4,-6,2,6,-1,-19,-3,5
O=C1CC(/C=C/c2cccnc2)=Nc2ccccc2N1,-11,0.4,4,4,14,-4,3,24,x,3
COc1c2ccoc2cc2oc(C)cc(=O)c12,1,0.6,x,-11,-11,11,-8,-2,0,x
COc1ccccc1NC(=O)c1ccc(-c2ccccc2[N+](=O)[O-])o1,3,-6.7,8,20,-9,-20,-12,94*,5,5
O=c1[nH]c2ccc(S(=O)(=O)N3CCCCC3)cc2[nH]1,2,1.2,3,-21,2,21,-3,7,-4,-4
COc1ccc(-c2nnnn2CCc2ccccc2)cc1,2,-2.4,43,-10,-4,10,-5,15,-3,-2
O=C(Cn1cnc2c(OCc3ccccc3)ncnc21)NCCCn1ccnc1,8,0.3,-16,-8,-1,8,13,2,-4,x
CC(=O)Nc1ccc(S(=O)(=O)N2CCN(C(=O)c3cccnc3)CC2)cc1,-5,-0.7,20,-7,6,7,-13,1,x,-5
Cc1ccc(N=C2NC(=O)/C(=C\c3cccs3)S2)cc1C,-9,-0.9,-13,35,-1,-35,-21,32,-3,-1
Cc1cc(=O)oc2cc(NC(=O)CCCC(=O)O)ccc12,-5,-0.3,-10,-1,0,1,-9,2,1,-4
Cc1cc(/C=N/n2cnnc2)c(C)n1-c1ccc(OCc2ccc(Cl)cc2Cl)cc1,-8,-0.4,-1,46,-6,-46,-6,-92,2,x
CC1Cc2nc(SCC(=O)NCc3ccco3)n(-c3ccccc3)c(=O)c2S1 (configuration not stated),-1,-0.6,11,-8,-10,8,-12,x,-4,x
N#CCSc1nc2ccccc2o1,-3,-0.4,-1,-3,-8,3,-3,0,15,2
CCOC(=O)Cc1cc(=O)n2[nH]c(C(C)(C)C)cc2n1,4,0.8,8,-14,-1,14,-10,2,-4,0
COc1ccccc1C(=O)OC1CCCN(C)C1 (configuration not stated),-5,-1.5,13,6,2,-6,2,-1,0,-4
O=C(Nc1ccc(Nc2ccccc2)cc1)c1c(F)c(F)c(F)c(F)c1F,-4,0.4,-26,29,8,-29,9,3,x,1
CCOc1ccccc1NC(=O)c1cc(C(=O)c2cc(OC)ccc2O)coc1=N,-6,-0.5,-12,14,7,-14,-5,7,-4,5
O=C(Nc1cccc(C(=O)N2CCN(c3ccccc3)CC2)c1)c1ccco1,-1,-2.0,8,12,-10,-12,4,-4,-2,0
Cc1cc(C)c(S(=O)(=O)N(C)CC(=O)NCC2CCCO2)c(C)c1 (configuration not stated),5,-2.2,8,x,-8,x,-1,-16,-4,-4
Nc1c(Br)cc2c(c1Br)C(O)c1ccccc1-2 (configuration not stated),1,0.2,-5,50,-2,-50,-7,0,-3,-2
CCCC1(C(=O)OCC)NC(c2ccc(OC)cc2OC)C2C(=O)N(c3ccccc3)C(=O)C21 (configuration not stated),-10,-0.9,3,0,-11,0,-18,9,-6,0
COc1ccccc1CCNC(=O)CNC(=O)Cc1cccc2ccccc12,-16,-4.0,-16,34,-5,-34,-6,1,0,-1
Cc1ccc(-n2nnnc2SCC(=O)N(CC(C)C)c2c(N)n(CC(C)C)c(=O)[nH]c2=O)cc1,-21,-0.4,x,51,0,-51,-8,-12,-4,x
O=C1CN(C(=O)CSc2nc3ccccc3n2CCc2ccccc2)c2ccccc2N1,-10,0.1,7,8,-10,-8,-5,4,-2,1
COc1ccccc1CNC(=O)C1Cc2ccccc2C(=O)O1 (configuration not stated),1,-0.8,8,7,x,-7,-14,8,1,10
Cc1cc(Nc2ccccc2Cl)nc(-c2ccccc2O)n1,-3,x,-20,19,-8,-19,-16,-19,57*,-5
CCOc1ccccc1NC(=O)COc1coc(CN2CCc3ccccc3C2)cc1=O,-10,-0.9,10,52,-9,-52,-18,-9,-1,2
COC(=O)C1=C(O)/C(=C\c2ccc(CNC(=O)C(=O)Nc3ccc(C)c(C)c3)o2)N=C1C,-13,0.7,4,-7,19,7,12,-3,-2,2
O=C(NCc1ccco1)C1CCN(c2nc3ccccc3n2Cc2ccccc2F)CC1,-8,-0.8,16,22,9,-22,-14,-10,x,x
CCNC(=O)C(=O)N1CCC2(CC1)OCCN2S(=O)(=O)c1ccc(C)cc1,2,-2.6,x,-17,1,17,3,2,-4,-4
COC(=O)Nc1ccc(N2CCOCC2)c(S(=O)(=O)N2CCOCC2)c1,0,-1.8,-5,-9,-9,9,-5,-4,-5,3
O=C(CCCN1CCC(O)(c2ccc(Br)cc2)CC1)c1ccc(F)cc1,-6,-20,7,-7,1,7,-9,10,-6,x
CCC(CC)c1nnc(NC(=O)c2cc([N+](=O)[O-])ccc2N2CCOCC2)s1,-1,-0.9,-9,24,6,-24,3,10,-1,-1
CCC(=O)Nc1ccc(C(=O)CSc2nnc(-c3ccccc3F)n2C2CC2)cc1,-9,-1.6,-19,48,4,-48,-9,-7,-6,x
COc1ccc(C(=O)NCc2nnc(SCC(=O)c3ccccc3)o2)cc1,-9,-1.3,-5,-2,-5,2,-15,-1,-3,0
O=C(NCCN1CCN(C(=O)c2cccc(Br)c2)CC1)C(=O)Nc1ccc(Br)cc1,-4,-1.6,-9,61,-6,-61,-7,-10,0,-1
COCCn1c(N)c(N(Cc2ccccc2)C(=O)c2ccc(N3CCCC3=O)cc2)c(=O)[nH]c1=O,-6,0.6,4,-12,8,12,-1,1,-3,1
COc1cc(/C=N/NC(=O)c2c(C)nnn2-c2nonc2N)ccc1O,0,-1.6,4,29,x,-29,7,9,-1,2
Cc1nc(NCCN2CCOCC2)c2nnn(Cc3c(F)cccc3Cl)c2n1,0,-0.1,-46,10,8,-10,-13,0,-3,2
Cc1ccccc1OCC(O)CNC1CCCC1 (configuration not stated),1,1.0,-3,-4,4,4,6,x,0,9
COc1cc(C(=O)Nc2ccc(S(=O)(=O)Nc3cnc4ccccc4n3)cc2)cc(OC)c1OC,-7,-2.2,-23,0,0,0,-13,5,-7,-1
Cc1cccc(Nc2ncc3c(n2)CC(C)CC3=O)c1 (configuration not stated),-11,-2.0,5,6,-5,-6,-13,u,-2,-1
Cc1ccc(-c2noc(CN(C(=O)c3ccc4c(c3)OCO4)C(C)C)n2)cc1,0,-2.1,-23,x,-4,x,7,-9,-4,-4
